Assay outcomes: PubChem, National Center for Advancing Translational Sciences (NCATS)
RECQ1 inh: qHTS Assay for Inhibitors of RecQ-Like Dna Helicase 1 (RECQ1); 240,000 tested, 0.54% active; Potency, µM (top dose mostly 57.3 µM), without a hit: at the top dose activity, negative = inhibition, usual class: inhibitors; ATP-dependent DNA helicase Q1 (Homo sapiens), P46063; RECQ1 DNA unwinding, red fluorescence kinetic read;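 further: plate controls were vehicle for no effect and no enzyme for full effect; nearly all actives have a fitted effect of over 30% in size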
Target sequence (P46063 whole entry, looked up): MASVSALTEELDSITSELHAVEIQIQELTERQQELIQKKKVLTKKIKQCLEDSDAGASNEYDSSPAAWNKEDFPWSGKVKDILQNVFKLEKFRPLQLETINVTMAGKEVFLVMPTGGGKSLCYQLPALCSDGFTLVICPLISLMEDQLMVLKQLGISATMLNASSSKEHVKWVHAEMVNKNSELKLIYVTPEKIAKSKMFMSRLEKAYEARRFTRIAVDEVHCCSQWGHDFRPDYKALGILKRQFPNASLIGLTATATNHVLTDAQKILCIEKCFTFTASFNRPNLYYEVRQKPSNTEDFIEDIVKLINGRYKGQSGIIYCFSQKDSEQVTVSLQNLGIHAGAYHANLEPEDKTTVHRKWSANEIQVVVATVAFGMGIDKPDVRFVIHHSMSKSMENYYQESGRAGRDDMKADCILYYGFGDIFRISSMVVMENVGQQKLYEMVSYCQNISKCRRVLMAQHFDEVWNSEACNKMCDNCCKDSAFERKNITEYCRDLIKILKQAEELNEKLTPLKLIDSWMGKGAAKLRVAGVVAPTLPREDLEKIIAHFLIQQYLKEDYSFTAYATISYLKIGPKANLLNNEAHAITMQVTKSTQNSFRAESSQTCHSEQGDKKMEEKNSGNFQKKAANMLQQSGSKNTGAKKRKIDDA
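RECQ1T1 50 nM; forked duplex (20 bp + 30-nt ss tails) 200 nM, ATP 2 mM final; pH 8.0, 2 mM MgCl2, 2.5 ug/ml poly(dI-dC); 15 min compound preincubation; discontinuous kinetic read over 2 h at RT.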
L3MBTL1 block: qHTS Assay for the Inhibitors of L3MBTL1. Lethal(3)malignant brain tumor-like protein 1 (Homo sapiens), Q9Y468. AlphaScreen L3MBTL1–H3K9me1 peptide binding. Potency, µM (top dose mostly 57.1 µM), for the others: at the top dose activity, negative = inhibition, usual class: inhibitors. 230,000 tested, 0.66% active. AID 485360, 2010; further: nearly all actives have a fitted effect of over 60% in size
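First, the protein-peptide complex forms for 30 min at room temperature (L3MBTL1 50 nM, biotinylated H3K9me1 peptide 75 nM). Next, compounds are pin-transferred and incubated 30 min. Finally, AlphaScreen beads are added and read after 30 min.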
TR SRC2 fluor cs: Total Fluorescence Counterscreen for Inhibitors of the Interaction of Thyroid Hormone Receptor and Steroid Receptor Coregulator 2 | TRb/SRC2 Texas Red total fluorescence interference | Potency, µM (top dose mostly 106 µM), inactives show top-dose fluorescence change, negative = quenching | 280,000 tested, 0.29% active; active means well fitted curve in either direction with a large enough effect; inconclusive means small, poorly fitted or top-dose-only effect
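Human TRβ ligand-binding domain (0.6 uM) and Texas Red SRC2 peptide (20 nM) in Tris buffer with 1 uM T3 and 5% DMSO were incubated with pinned compound for 5 hr at ambient temperature. Total fluorescence was computed as S + 2P (555/632 nm).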
Tau fibril ThT: qHTS for Inhibitors of Tau Fibril Formation, Thioflavin T Binding; Potency, µM (series often up to 57.4 µM), inactives show at the top dose activity, negative = inhibition, usual class: inhibitors; recombinant tau K18 P301L, heparin-induced fibrillization, ThT fluorescence; 270,000 tested, 2.1% active; AID 1460, 2008; further: nearly all actives have a fitted effect of over 55% in size
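Recombinant human tau K18 fragment […] carrying P301L, 15 uM unlabeled plus 0.24 uM Alexa 594-labeled, was fibrillized with 20 uM heparin in 100 mM sodium acetate pH 7 for 6 hr at 37 C; 30 uM ThT fluorescence read after 1 hr.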
Tau fibril FP: qHTS for Inhibitors of Tau Fibril Formation, Fluorescence Polarization; K18 P301L tau heparin fibrillization, Alexa594 FP, 6 h; Potency, µM (series often up to 57.7 µM), inactives show at the top dose activity, negative = inhibition, most hits filed as inhibitors; Microtubule-associated protein tau (Homo sapiens), P10636; AID 1468, 2008; 280,000 tested, 0.39% active; further: nearly all actives have a fitted effect of over 55% in size
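Heparin (20 uM) drove fibril formation of recombinant tau K18 P301L, 15 uM unlabeled with 0.24 uM Alexa 594 label, for 6 hr at 37 C in 100 mM sodium acetate pH 7. Fluorescence polarization (555/632 nm) read 1 hr after 30 uM ThT.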
TRb-SRC2 inh: qHTS for Inhibitors of the Interaction of Thyroid Hormone Receptor and Steroid Receptor Coregulator 2; Thyroid hormone receptor beta (Homo sapiens), P10828; TRbeta-SRC2 peptide binding, fluorescence polarization; receptor liganded with 1 µM T3; Potency, µM (doses to about 106 µM), inactives show top-dose activity change, negative = inhibition, usual class: inhibitors; 280,000 tested, 0.065% active;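 further: plate controls were bound peptide for no effect and peptide without receptor for full effect; nearly all actives have a fitted effect of over 50% in size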
Target sequence (P10828 whole entry, looked up): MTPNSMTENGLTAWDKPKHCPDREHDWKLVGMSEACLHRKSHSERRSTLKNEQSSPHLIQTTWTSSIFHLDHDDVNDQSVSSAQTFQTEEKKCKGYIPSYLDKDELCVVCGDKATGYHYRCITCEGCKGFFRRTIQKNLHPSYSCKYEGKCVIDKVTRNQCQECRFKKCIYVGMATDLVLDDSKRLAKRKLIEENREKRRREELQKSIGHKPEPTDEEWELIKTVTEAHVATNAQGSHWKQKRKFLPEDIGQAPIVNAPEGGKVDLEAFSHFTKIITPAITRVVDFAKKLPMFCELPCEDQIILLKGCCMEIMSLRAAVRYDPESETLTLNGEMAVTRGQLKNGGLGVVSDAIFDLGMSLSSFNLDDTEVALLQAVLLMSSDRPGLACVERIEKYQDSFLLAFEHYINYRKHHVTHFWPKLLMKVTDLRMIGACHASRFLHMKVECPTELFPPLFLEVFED
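Each compound concentration gave % activity, normalized to unbound and bound Texas Red SRC2 controls, from polarization read after 5 hr ambient incubation with T3-loaded human TRb LBD.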
JMJD2E inh: qHTS Assay for Inhibitors of Human Jumonji Domain Containing 2E (JMJD2E); Lysine-specific demethylase 4E (Homo sapiens), B2RXH2; JMJD2E catalytic domain, FDH-coupled NADH fluorescence (FDH is formaldehyde dehydrogenase); Potency, µM (series often up to 57.1 µM), without a hit: at the top dose activity change, negative = inhibition, actives largely listed as inhibitors; 230,000 tested, 1.6% active; active means well fitted inhibition curve with a large enough effect, not every such curve was filed as active; inconclusive means small, poorly fitted or top-dose-only effect, or another doubt; inactive means no such curve, though single readings can be large or run the other way;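 further: 0% = wells with enzyme and -100% = buffer wells without enzyme; nearly all actives have a fitted effect of over 50% in size; many of its hits are not listed in these tables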
RGS12 GoLoco inh: qHTS Assay for Inhibitors of RGS12 GoLoco Motif Activity (Red Fluorophore); Guanine nucleotide-binding protein G(i) subunit alpha-1 (Homo sapiens), P63096; Gai1:RGS12 GoLoco peptide FP, rhodamine, 10 min; Potency, µM (doses to about 61.6 µM), without a hit: at the highest dose activity, negative = inhibition, actives largely listed as inhibitors; 230,000 tested, 0.44% active; active means well fitted inhibition curve with a large enough effect, not every such curve was filed as active; inactive means no such curve, though single readings can be large or run the other way; further: nearly all actives have a fitted effect of over 30% in size; many of its hits are not listed in these tables
An asterisk follows results filed as active; i = inactive; ? = inconclusive; nt = not tested or not shown; & = joins results of further samples; [ ] = remark or other dose. Unless noted, the call rests on the fitted dose curve; in most records, active means well fitted curve in the direction sought with a large enough effect; inconclusive means small, poorly fitted or top-dose-only effect, or another doubt; inactive means no such curve, though single readings can be large; an effect the other way counts as inactive or inconclusive. Unless noted, on the % scale 0 is the no-effect control and ±100 the full control effect; potency means the concentration at half of the fitted maximal effect. The list is partial; the hit share may differ from the screen's.

SMILES | RECQ1 inh | L3MBTL1 block | TR SRC2 fluor cs | Tau fibril ThT | Tau fibril FP | TRb-SRC2 inh | JMJD2E inh | RGS12 GoLoco inh
COc1cccc(C2CC(c3ccc(C)cc3)Nc3nc(N)nn32)c1 (stereo not given) | 5% | -12% | 2% | -5% | -2% | -7% | 4% | 8%
CO/N=C/c1cc([N+](=O)[O-])ccc1Sc1ccc(C)cc1 | -13% | -12% | -7% | -1% | -1% | -4% | 10% | -2%
C=CCOc1c(CNC2CCCC2)cc(Cl)cc1OC | -7% | 1% | -4% | 3% | 4% | -3% | -24% | 3%
COC(=O)COc1ccccc1C(=O)Nc1ccc(OC)cc1 | -3% | 4% | 0% | -5% | -6% | -1% | 9% | 8%
Cc1nonc1NC(=O)c1ccc(Cl)c(S(=O)(=O)N2CCCCC2)c1 | 0% | nt | -3% | -3% | 0% | 3% | -3% | 7%
O=C1C(c2ccc(F)cc2)N(C2CCCCC2)C(=O)CN1C1CCCC1 (stereo not given) | -13% | -5% | -2% | -4% | -1% | -2% | 4% | 10%
Cc1cccc(C)c1NC(=O)CS(=O)CC(=O)NCC1OCCc2ccccc21 (stereo not given) | -2% | nt | -2% | -9% | -12% | 0% | -4% | 2%
CC(C)C[C@H](NC(=O)NCc1ccc(Cl)cc1)C(=O)O | -9% | 4% | -3% | 1% | 5% | 10% | 1% | -8%
CC1Cc2ccccc2N1C(=O)COc1cccc(-n2cnnn2)c1 (stereo not given) | -8% | -1% | 0% | 0% | -2% | 5% | 0% | 5%
CC(C)C(c1nnnn1Cc1cccs1)N1CCN(C(=O)c2ccco2)CC1 (stereo not given) | -4% | 3% | 0% | -4% | 13%[2.34 µM] | -5% | nt | 12%
COc1ccc(NC(=S)NC23CN4CN(CN(C4)C2)C3)c(OC)c1 | -9% | nt | -1% | -5% | 6% | -2% | -1% | -1%
CN1C(=O)/C(=C2\SC(N)=NC2=O)c2ccccc21 | -12% | nt | -1% | ? | 3% | -5% | 3% | -3%
CC1CCCC(C)N1C(=O)COc1ccc([N+](=O)[O-])cc1Cl (stereo not given) | i | nt | -3% | -3% | 0% | -2% | -8% | 2%
COc1cccc(/C=N/Nc2nn3cnnc3c3ccccc23)c1O | 5% | -3% | -1% | ? | 2% | 4% | 18µM* | 29%
Cc1cc(=O)[nH]c(SCC(=O)Nc2ccc(C(=O)O)cc2)n1 | -1% | nt | -2% | -5% | -2% | -17% | 3% | 11%
O=C(Cc1cscn1)c1ccc(O)cc1O | i | nt | -3% | -7% | -7% | 2% | -13% | 4%
CCC(C(=O)NC1CCCCC1)n1c(SCc2cccc(C)c2)nc2ccncc21 (stereo not given) | i | 6% | -3%&-1% | -8%&-6% | 1%&-3% | 3%&2% | -3% | 4%
NS(=O)(=O)c1ccc(NC(=O)C2C3C=CC(C3)C2C(=O)O)cc1 (stereo not given) | i | 1% | 1% | 6% | 7% | 1% | 1% | 11%
COc1ccc(-c2csc(NC(=O)CC(C)C)n2)cc1 | i | -4% | -1% | ? | -13% | -5% | 3% | 6%
O=C(COC(=O)CC12CC3CC(CC(Br)(C3)C1)C2)NC(=O)NCc1ccco1 | 0% | -13% | 1% | -2% | 1% | 1% | 0% | -1%
CC1(C)Cc2c(sc(NC(=O)c3ccccc3Cl)c2C(=O)O)CO1 | i | 0% | -1%[53 µM] | -11% | -2% | 12%[53 µM] | -5% | 5%
CCC(C)NC(=O)Cn1c(=O)sc2ccccc21 (stereo not given) | 1% | nt | 2% | -5% | 6% | 10% | 4% | -13%
Cn1c(=O)cc(SCC(=O)NCC2CCCO2)c2ccc(Cl)cc21 (stereo not given) | 6% | 49%[activator] | 2% | -5% | 4% | -3% | ? | 10%
CCOc1ccc(C(=O)N2CCn3c2nc2ccccc23)cc1 | -9% | -10% | -2% | 8% | 6% | 3% | -6% | 10%
Cc1ccccc1N(CC(N)=O)S(C)(=O)=O | 1% | 6% | -3% | -8% | 3% | -1% | -3% | -3%

2 records drawn at random from the list so far:
SMILES | RECQ1 inh | L3MBTL1 block | TR SRC2 fluor cs | Tau fibril ThT | Tau fibril FP | TRb-SRC2 inh | JMJD2E inh | RGS12 GoLoco inh
CC(C)C[C@H](NC(=O)NCc1ccc(Cl)cc1)C(=O)O | -9% | 4% | -3% | 1% | 5% | 10% | 1% | -8%
O=C(COC(=O)CC12CC3CC(CC(Br)(C3)C1)C2)NC(=O)NCc1ccco1 | 0% | -13% | 1% | -2% | 1% | 1% | 0% | -1%

(list continues)
SMILES | RECQ1 inh | L3MBTL1 block | TR SRC2 fluor cs | Tau fibril ThT | Tau fibril FP | TRb-SRC2 inh | JMJD2E inh | RGS12 GoLoco inh
O=C(COC(=O)c1ccc(Br)cc1)NCCN1C(=O)CSC1=O | i | nt | -2% | -6% | 2% | -2% | 8% | -2%
Cc1cc(C(=O)NCCCN2CCOCC2)n(-c2ccccc2)n1 | -15% | ? | 1% | -4% | 0% | 6% | -3% | 2%
Cc1cc(C)cc(-n2cnc3cc(C(=O)NCCc4ccccc4)ccc32)c1 | nt | nt | -2% | -17% | 7% | -4% | nt | nt
CCC(=O)Nc1cccc(-c2nc3ccccc3c(=O)o2)c1 | -4% | -3% | -2% | -7% | -3% | 3% | 1% | 20%
COc1cccc(NC(C)C(=O)Nc2cc([N+](=O)[O-])ccc2Cl)c1 (stereo not given) | -9% | nt | -1% | -18% | 6% | 7% | 4% | 27%
Cc1ccc(-c2cc(C(=O)NCCCn3ccnc3)no2)cc1 | -7% | -22% | -6% | 8% | 10% | -6% | 6% | 2%
CCOc1ccc(CCNC(=O)Cc2ccc(NC(=O)N3CCSc4ncccc43)cc2)cc1 | nt | nt | 0% | -17% | -4% | -6% | nt | nt
CN(CCC1CCOCC1)C(=O)CC1C(=O)NCCN1Cc1ccoc1 (stereo not given) | -2% | 3% | -3% | -6% | -4% | -4% | -4% | -8%
CC(C)n1nnc2ccccc2c1=O | -7% | 1% | 0% | 11% | -1% | 7% | -5% | -6%
Cc1ccc(Cl)c2c1NC(=O)C2(O)CC(=O)c1ccc(Br)cc1 (stereo not given) | i | nt | -3% | -9% | 1% | 0% | 5% | 13%
Cc1ccc(OCC(=O)Nc2ccccc2C(=O)OCc2cc(=O)n3nc(C4CC4)sc3n2)cc1 | nt | nt | -1% | 6% | 11% | 6% | nt | nt
CCOc1ccc(-n2c(SCC(=O)N3CCOCC3)nc3c([nH]c4ccccc43)c2=O)cc1 | nt | nt | -26% | 7% | 10% | 4% | nt | nt
O=c1cc(NS(=O)(=O)c2ccccc2)nc(SCc2ccccc2Cl)[nH]1 | -10% | 12% | 7% | -1% | -8% | 0% | -12% | -13%
CCn1ccc2cc(S(=O)(=O)N3CCC(C(=O)NCc4cccc(Cl)c4)CC3)ccc21 | nt | nt | -2% | 10% | 0% | -7% | nt | nt
O=C(NC1CCCCC1)C1CN(S(=O)(=O)c2ccccc2)CCN1S(=O)(=O)c1ccccc1 (stereo not given) | -3% | -3% | -2% | -9% | -2% | -11% | 7% | -2%
c1ccc(C2(Cn3ccc4ccccc43)OCCO2)cc1 | i | 41%[activator][11.4 µM] | 1% | -9% | 4% | 0% | -2% | 15%
Cc1ccc(NC(=O)Cn2ccsc2=N)cc1S(=O)(=O)N(C)C | i | 7% | 2% | 0% | 8% | -1% | -4% | 11%
COC(=O)CSc1nc(C)c(C(C)=O)cc1C#N | -12% | 6% | 2% | -16% | 9% | -17% | 2% | 13%
Cc1cc(C)n2nc(CC(=O)NC3CCCC(C)C3C)nc2n1 (stereo not given) | 8% | 4% | 0% | -8% | -5% | -6% | -4% | -11%
Clc1ccc(OCCN2CCN(c3ncnc4sccc34)CC2)cc1 | -16% | -7% | 0% | ? | 11% | -10% | 4% | 6%
CCOC(=O)C(C)Sc1nnc(Cc2cc(=O)[nH]c(=O)[nH]2)n1-c1ccc(Cl)cc1 (stereo not given) | -3% | -8% | -3% | -3% | 1% | 6% | -14% | -4%
CCOC(=O)c1cc(-c2ccccc2)n(CC(=O)Nc2ccc(CC)cc2)c1C | nt | nt | -21% | -1% | -11% | 1% | nt | nt
Cc1ccc(Cl)cc1N1CCN(C(=O)c2cccn2-c2nnc(N3CCCC3)s2)CC1 | nt | nt | 1% | -14% | -3% | 5% | nt | nt

7 of these compounds in a different format:
SMILES	RECQ1 inh	L3MBTL1 block	TR SRC2 fluor cs	Tau fibril ThT	Tau fibril FP	TRb-SRC2 inh	JMJD2E inh	RGS12 GoLoco inh
O=C(Cc1cscn1)c1ccc(O)cc1O	i	nt	-3%	-7%	-7%	2%	-13%	4%
CCC(C(=O)NC1CCCCC1)n1c(SCc2cccc(C)c2)nc2ccncc21 (stereo not given)	i	6%	-3%&-1%	-8%&-6%	1%&-3%	3%&2%	-3%	4%
NS(=O)(=O)c1ccc(NC(=O)C2C3C=CC(C3)C2C(=O)O)cc1 (stereo not given)	i	1%	1%	6%	7%	1%	1%	11%
COc1ccc(-c2csc(NC(=O)CC(C)C)n2)cc1	i	-4%	-1%	?	-13%	-5%	3%	6%
O=C(COC(=O)CC12CC3CC(CC(Br)(C3)C1)C2)NC(=O)NCc1ccco1	0%	-13%	1%	-2%	1%	1%	0%	-1%
CC1(C)Cc2c(sc(NC(=O)c3ccccc3Cl)c2C(=O)O)CO1	i	0%	-1%[53 µM]	-11%	-2%	12%[53 µM]	-5%	5%
CCC(C)NC(=O)Cn1c(=O)sc2ccccc21 (stereo not given)	1%	nt	2%	-5%	6%	10%	4%	-13%
